mlh1 rad18 – NCI yeast anticancer drug screen, S. cerevisiae mlh1 rad18 strain. growth inhibition, % at 50 µM. 79,000 tested, 11% active. AID 175, 2004;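 also: 0% = growth of vehicle-only cultures of the same strain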
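Cells of a genetically altered yeast strain, deficient in DNA damage repair, were treated with compound. Their growth was then compared with that of vehicle-treated cultures to give inhibition.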
sgs1 mgt1 – NCI yeast anticancer drug screen, S. cerevisiae sgs1 mgt1 strain. growth inhibition, % at 50 µM. 78,000 tested, 10% active;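 also: 0% = growth of vehicle-only cultures of the same strain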
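Read-out: growth inhibition vs vehicle controls. Cells: mutant yeast strain deficient in DNA damage repair.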
yeast bub3 – NCI yeast anticancer drug screen, S. cerevisiae bub3 mutant strain; AID 167, 2004; % growth inhibition at 50 µM; 78,000 tested, 9.9% active;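 also: 0% = growth of vehicle-only cultures of the same strain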
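Steps: expose the mutant yeast strain to compound; grow alongside vehicle-treated cultures; measure growth; express inhibition against the vehicle cultures.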
rad50 – NCI yeast anticancer drug screen, S. cerevisiae rad50 strain; 79,000 tested, 10% active; AID 155, 2004; % growth inhibition at 50 µM;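 also: 0% = growth of vehicle-only cultures of the same strain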
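Genetically altered yeast (DNA repair pathway); compound treatment; growth inhibition vs vehicle ctrl.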
cln2 rad14 – NCI yeast anticancer drug screen, S. cerevisiae cln2 rad14 strain; growth inhibition, % at 50 µM; 78,000 tested, 8.3% active;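 also: 0% = growth of vehicle-only cultures of the same strain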
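Growth of compound-exposed yeast (cln2 rad14 genotype) measured and expressed as inhibition relative to vehicle.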
yeast mec2-1 – NCI yeast anticancer drug screen, S. cerevisiae mec2-1 strain; growth inhibition, % at 50 µM; 79,000 tested, 9% active; AID 157, 2004;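 also: 0% = growth of vehicle-only cultures of the same strain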
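Readout is yeast growth inhibition, normalised to vehicle-treated controls, in the mec2-1 strain exposed to compound.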
* hit, by the source's call; & = joins results of further samples. Rule as the data show it: active = growth inhibition above about 70%; inactive = the rest. This is a random part of the collection; 14% or so of the library scored in one or more.

For CSc1nc(=Nc2ccccc2)sn1-c1ccccc1 the results were mlh1 rad18 99*, sgs1 mgt1 99*, yeast bub3 99*, rad50 99*, cln2 rad14 99* and yeast mec2-1 100*.
CN(C)c1ccc(/[N+]([O-])=C/c2cccc3ccccc23)cc1 was read as mlh1 rad18 38, sgs1 mgt1 15, yeast bub3 60, rad50 3, cln2 rad14 -52 and yeast mec2-1 23.
`COc1cccc(/C=C(\NC(=O)c2ccccc2)c2nc3ccccc3s2)c1` gave mlh1 rad18 98*, sgs1 mgt1 99*, yeast bub3 97*, rad50 98*, cln2 rad14 98* and yeast mec2-1 98*.
Oc1ccc2c(ccc3[nH]cnc32)c1 was read as mlh1 rad18 4, sgs1 mgt1 -22, yeast bub3 -23, rad50 -5, cln2 rad14 21 and yeast mec2-1 -26.
Screening NC(=O)C(=O)CC(=O)c1ccccc1NC1=CC(=O)C(=O)c2ccccc21 returned mlh1 rad18 38, sgs1 mgt1 20, yeast bub3 36, rad50 41, cln2 rad14 30 and yeast mec2-1 29.
For COc1cccc2c(=O)oc(-c3ccccc3C)nc12 the results were mlh1 rad18 31, sgs1 mgt1 19, yeast bub3 12, rad50 12, cln2 rad14 14 and yeast mec2-1 0.
For CSc1ccnc2cc(Cl)ccc12 the results were mlh1 rad18 4, sgs1 mgt1 -2, yeast bub3 11, rad50 7, cln2 rad14 -7 and yeast mec2-1 4.
`COc1ccc2c(c1)O/C(=C/c1ccc(N(C)C)cc1)C2=O` gave mlh1 rad18 9, sgs1 mgt1 26, yeast bub3 -16, rad50 19, cln2 rad14 11 and yeast mec2-1 -3.
`Nc1nc(-c2ccccc2)nc(N)c1C=O` gave mlh1 rad18 -21, sgs1 mgt1 -43, yeast bub3 -7, rad50 -22, cln2 rad14 -5 and yeast mec2-1 -22.
For O=C(NC1(Sc2ccccc2)CC1)c1ccc(Cl)cc1 the results were mlh1 rad18 19, sgs1 mgt1 9, yeast bub3 14, rad50 18, cln2 rad14 21 and yeast mec2-1 7.
CC[n+]1cccc(C#N)c1 was read as mlh1 rad18 10, sgs1 mgt1 0, yeast bub3 0, rad50 2, cln2 rad14 11 and yeast mec2-1 13.
C[C@]12CCC3c4ccc(O)cc4CC[C@H]3C1CC(=O)NC2=O (stereo not given in full) was read as mlh1 rad18 -21, sgs1 mgt1 0, yeast bub3 -13, rad50 -15, cln2 rad14 -4 and yeast mec2-1 -8.

Reprinted from the part before: two compounds, followed by the next part.
CC[n+]1cccc(C#N)c1 was read as mlh1 rad18 10, sgs1 mgt1 0, yeast bub3 0, rad50 2, cln2 rad14 11 and yeast mec2-1 13.
C[C@]12CCC3c4ccc(O)cc4CC[C@H]3C1CC(=O)NC2=O (stereo not given in full) was read as mlh1 rad18 -21, sgs1 mgt1 0, yeast bub3 -13, rad50 -15, cln2 rad14 -4 and yeast mec2-1 -8.
Screening O=c1nc(N2CCCC2)oc2cc3ccccc3cc12 returned mlh1 rad18 10, sgs1 mgt1 0, yeast bub3 -18, rad50 6, cln2 rad14 10 and yeast mec2-1 -3.
Screening COc1ccc(NC(=O)C2C(=O)N(c3ccc(OC)cc3)C(=O)/C2=N\N)cc1 (stereo not given) returned mlh1 rad18 3, sgs1 mgt1 -3, yeast bub3 19, rad50 12, cln2 rad14 -58 and yeast mec2-1 -19.
Screening Nc1cc(Cl)c(S(=O)(=O)O)cc1Cl returned mlh1 rad18 31&5, sgs1 mgt1 -3&-2, yeast bub3 2&-7, rad50 36&-16, cln2 rad14 39&-14 and yeast mec2-1 -3&-1.
`CCCOC(=O)CSC#N` gave mlh1 rad18 98*, sgs1 mgt1 98*, yeast bub3 98*, rad50 98*, cln2 rad14 98* and yeast mec2-1 98*.
`Cc1cc(NC(=S)Nc2ccccc2)c(NC(=S)Nc2ccccc2)cc1C` gave mlh1 rad18 3, sgs1 mgt1 2, yeast bub3 3, rad50 2, cln2 rad14 7 and yeast mec2-1 -25.
For O=C(COc1ccc(Cl)cc1)Nc1ccc(S(=O)(=O)O)c2ccccc12 the results were mlh1 rad18 13, sgs1 mgt1 -12, yeast bub3 2, rad50 9, cln2 rad14 -5 and yeast mec2-1 1.
Screening Cc1ccc(C(=O)Cc2nc3c([nH]c2=O)c(C)nn3-c2ccccc2)c(C)c1 returned mlh1 rad18 5, sgs1 mgt1 3, yeast bub3 -1, rad50 3, cln2 rad14 13 and yeast mec2-1 -28.
For O=C(O)C(Cc1cccs1)C(=O)O the results were mlh1 rad18 -4, sgs1 mgt1 -15, yeast bub3 -19, rad50 -13, cln2 rad14 42 and yeast mec2-1 1.
`C=CC(=O)Nc1cccc(O)c1` gave mlh1 rad18 10, sgs1 mgt1 -2, yeast bub3 -6, rad50 9, cln2 rad14 3 and yeast mec2-1 4.
Screening NNc1c(Cl)c(=O)n(-c2ccccc2)[nH]c1=O returned mlh1 rad18 -4, sgs1 mgt1 -18, yeast bub3 6, rad50 13, cln2 rad14 1 and yeast mec2-1 -19.
Cc1c([N+](=O)[O-])cc2c(c1[N+](=O)[O-])C(C(C)C)CCC2(C)C (stereo not given) was read as mlh1 rad18 -5, sgs1 mgt1 10, yeast bub3 -40, rad50 -2, cln2 rad14 29 and yeast mec2-1 -25.
`CC(=O)Oc1ccc2ccccc2c1CS(=O)(=O)O` gave mlh1 rad18 10, sgs1 mgt1 11, yeast bub3 3, rad50 6, cln2 rad14 4 and yeast mec2-1 6.
`CNCC(OB(c1ccccc1)c1ccccc1)c1ccccc1` (stereo not given) gave mlh1 rad18 44, sgs1 mgt1 62, yeast bub3 6, rad50 -23, cln2 rad14 -27 and yeast mec2-1 -5.
`Cc1ccc(Nc2ccc(Nc3ccc(C)cc3)c3c2C(=O)c2c(O)ccc(O)c2C3=O)cc1` gave mlh1 rad18 -6, sgs1 mgt1 10, yeast bub3 13, rad50 -2, cln2 rad14 24 and yeast mec2-1 -14.
For COC(=O)c1cccc2c1cc(Br)c1ccccc12 the results were mlh1 rad18 16, sgs1 mgt1 14, yeast bub3 1, rad50 2, cln2 rad14 -30 and yeast mec2-1 12.
For C=C1C(=O)OC2CC1C(O)C/C(C)=C/CC/C(C)=C/C(O)CC2C (stereo not given) the results were mlh1 rad18 84*, sgs1 mgt1 10, yeast bub3 -8, rad50 -5, cln2 rad14 -5 and yeast mec2-1 -21.
COC(=O)[C@H]1CC[C@H]2[C@@H]3CC[C@H]4CC(=O)CC[C@]4(C)[C@H]3CC[C@]12C was read as mlh1 rad18 -6, sgs1 mgt1 16, yeast bub3 -3, rad50 -7, cln2 rad14 -20 and yeast mec2-1 1.
Screening Nc1nc(SCC(=O)c2ccccc2)nc2nc3c(c(-c4ccccc4)c12)CCCC3 returned mlh1 rad18 19, sgs1 mgt1 21, yeast bub3 35, rad50 11, cln2 rad14 12 and yeast mec2-1 26.
Screening CC(=O)OC1CCC2(C)C3=C(CCC2C1(C)C)C1(C)CCC(C(C)CCC(O)C(C)(C)O)C1(C)CC3 (stereo not given) returned mlh1 rad18 15, sgs1 mgt1 10, yeast bub3 -2, rad50 22, cln2 rad14 19 and yeast mec2-1 7.
For O=C1OC(=O)C2C1C1c3ccccc3C2(O)c2ccccc21 (stereo not given) the results were mlh1 rad18 -1, sgs1 mgt1 0, yeast bub3 6, rad50 -2, cln2 rad14 3 and yeast mec2-1 -18.
For CCCNC(=O)c1cccc2c1-c1ccccc1C2=O the results were mlh1 rad18 -1, sgs1 mgt1 -3, yeast bub3 5, rad50 -1, cln2 rad14 -2 and yeast mec2-1 4.
`COC(=O)c1cncc(C(=O)OC)c1` gave mlh1 rad18 13, sgs1 mgt1 3, yeast bub3 2, rad50 -4, cln2 rad14 -2 and yeast mec2-1 -12.
C=C(C)C1CC=C(C)[C@](O)(C2(O)C[C@H](C(=C)C)CC=C2C)C1 (stereo not given in full) was read as mlh1 rad18 10, sgs1 mgt1 26, yeast bub3 7, rad50 -1, cln2 rad14 24 and yeast mec2-1 7.
Cc1cc2c(cc1C)[n+](=O)c(C(=O)/C=C/c1ccccc1[N+](=O)[O-])c(C)n2[O-] was read as mlh1 rad18 4, sgs1 mgt1 11, yeast bub3 19, rad50 7, cln2 rad14 37 and yeast mec2-1 4.
O=c1cc(-c2ccc3ccccc3n2)oc2ccccc12 was read as mlh1 rad18 -4, sgs1 mgt1 4, yeast bub3 -2, rad50 -16, cln2 rad14 28 and yeast mec2-1 2.
Screening COc1ccc(C(=O)OC2CCCN(C(=O)c3ccc(OC)cc3)C2)cc1 (stereo not given) returned mlh1 rad18 -6, sgs1 mgt1 1, yeast bub3 11, rad50 1, cln2 rad14 1 and yeast mec2-1 2.
For NS(=O)(=O)c1ccc(NC(=O)CBr)cc1 the results were mlh1 rad18 10, sgs1 mgt1 7, yeast bub3 9, rad50 18, cln2 rad14 -29 and yeast mec2-1 7.
Screening c1ccc2c(c1)N=C1CCCC3CCCC123 (stereo not given) returned mlh1 rad18 91*, sgs1 mgt1 84*, yeast bub3 91*, rad50 91*, cln2 rad14 24 and yeast mec2-1 90*.
Screening O=C(CC(=O)c1ccc(Cl)cc1)NC(=O)c1ccccc1 returned mlh1 rad18 1, sgs1 mgt1 1, yeast bub3 11, rad50 6, cln2 rad14 49 and yeast mec2-1 6.
Cn1c(=O)c2c(nc(OCC[N+](C)(C)C)n2C)n(C)c1=O was read as mlh1 rad18 2, sgs1 mgt1 0, yeast bub3 2, rad50 5, cln2 rad14 33 and yeast mec2-1 12.
CC(C(O)c1ccccn1)[N+](=O)[O-] (stereo not given) was read as mlh1 rad18 -3, sgs1 mgt1 -7, yeast bub3 -11, rad50 -11, cln2 rad14 -21 and yeast mec2-1 2.
For Cc1n[nH]c(=O)n1/N=C/c1ccncc1 the results were mlh1 rad18 7, sgs1 mgt1 -6, yeast bub3 -4, rad50 8, cln2 rad14 -17 and yeast mec2-1 7.
Cc1cc(C)c(NS(=O)c2cccc([N+](=O)[O-])c2)c(C)c1 (stereo not given) was read as mlh1 rad18 -54, sgs1 mgt1 -72, yeast bub3 -38, rad50 -44, cln2 rad14 14 and yeast mec2-1 -61.
`Cc1ccc(NC(=O)OCC2CC3C=CC2C3)cc1` (stereo not given) gave mlh1 rad18 98*, sgs1 mgt1 99*, yeast bub3 95*, rad50 95*, cln2 rad14 96* and yeast mec2-1 99*.
For Fc1c(F)c(F)c(Oc2c(F)c(F)c(Cl)c(F)c2F)c(F)c1F the results were mlh1 rad18 3, sgs1 mgt1 10, yeast bub3 -4, rad50 5, cln2 rad14 2 and yeast mec2-1 2.
COc1ccc(/C=N/NS(=O)(=O)c2ccc(C)cc2)cc1 was read as mlh1 rad18 97*, sgs1 mgt1 92*, yeast bub3 46, rad50 94*, cln2 rad14 45 and yeast mec2-1 68.
`COc1cc2c(cc1OC)C(C(c1ccccc1)c1ccccc1)N(C)CC2` (stereo not given) gave mlh1 rad18 21, sgs1 mgt1 -17, yeast bub3 3, rad50 10, cln2 rad14 21 and yeast mec2-1 9.
For CCOC(=O)C(NNS(=O)(=O)c1ccc(C)cc1)S(=O)(=O)C(F)(F)C(F)(F)C(F)(F)C(F)(F)F (stereo not given) the results were mlh1 rad18 12, sgs1 mgt1 -31, yeast bub3 -21, rad50 -32, cln2 rad14 -29 and yeast mec2-1 -29.

Of the compounds above, these contain an aryl methoxy group:
`COc1cccc(/C=C(\NC(=O)c2ccccc2)c2nc3ccccc3s2)c1` gave mlh1 rad18 98*, sgs1 mgt1 99*, yeast bub3 97*, rad50 98*, cln2 rad14 98* and yeast mec2-1 98*.
For COc1cccc2c(=O)oc(-c3ccccc3C)nc12 the results were mlh1 rad18 31, sgs1 mgt1 19, yeast bub3 12, rad50 12, cln2 rad14 14 and yeast mec2-1 0.
`COc1ccc2c(c1)O/C(=C/c1ccc(N(C)C)cc1)C2=O` gave mlh1 rad18 9, sgs1 mgt1 26, yeast bub3 -16, rad50 19, cln2 rad14 11 and yeast mec2-1 -3.
Screening COc1ccc(NC(=O)C2C(=O)N(c3ccc(OC)cc3)C(=O)/C2=N\N)cc1 (stereo not given) returned mlh1 rad18 3, sgs1 mgt1 -3, yeast bub3 19, rad50 12, cln2 rad14 -58 and yeast mec2-1 -19.
Screening COc1ccc(C(=O)OC2CCCN(C(=O)c3ccc(OC)cc3)C2)cc1 (stereo not given) returned mlh1 rad18 -6, sgs1 mgt1 1, yeast bub3 11, rad50 1, cln2 rad14 1 and yeast mec2-1 2.
COc1ccc(/C=N/NS(=O)(=O)c2ccc(C)cc2)cc1 was read as mlh1 rad18 97*, sgs1 mgt1 92*, yeast bub3 46, rad50 94*, cln2 rad14 45 and yeast mec2-1 68.
`COc1cc2c(cc1OC)C(C(c1ccccc1)c1ccccc1)N(C)CC2` (stereo not given) gave mlh1 rad18 21, sgs1 mgt1 -17, yeast bub3 3, rad50 10, cln2 rad14 21 and yeast mec2-1 9.

Bioassay records as filed in PubChem.
